JMJD2E inh = qHTS Assay for Inhibitors of Human Jumonji Domain Containing 2E (JMJD2E); 230,000 compounds, 1.6% hits; Lysine-specific demethylase 4E (Homo sapiens), B2RXH2; Potency, µM (titrated, usually from 57.1 µM), for the others: top-dose activity change, negative = inhibition, usual class: inhibitors; AID 2147, 2009; JMJD2E catalytic domain, FDH-coupled NADH fluorescence (FDH is formaldehyde dehydrogenase); active = well fitted inhibition curve with a large enough effect, not every such curve was filed as active; inconclusive = small, poorly fitted or top-dose-only effect, or another doubt; inactive = no such curve, though single readings can be large or run the other way;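 note: 0% = wells with enzyme and -100% = buffer wells without enzyme; nearly all actives have a fitted effect of over 50% in size; many of its hits are not listed in these tables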
Target sequence (B2RXH2 1-337 limits assumed): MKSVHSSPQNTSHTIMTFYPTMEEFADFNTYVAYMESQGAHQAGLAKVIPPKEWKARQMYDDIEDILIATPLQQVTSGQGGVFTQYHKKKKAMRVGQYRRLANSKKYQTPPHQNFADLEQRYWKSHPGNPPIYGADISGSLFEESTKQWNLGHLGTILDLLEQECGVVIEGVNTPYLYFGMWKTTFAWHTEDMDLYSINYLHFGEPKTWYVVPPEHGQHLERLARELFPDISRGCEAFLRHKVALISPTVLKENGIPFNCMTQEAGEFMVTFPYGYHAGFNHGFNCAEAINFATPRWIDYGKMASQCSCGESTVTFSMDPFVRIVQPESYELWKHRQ
SMN2 splice enh = qHTS Assay for Enhancers of SMN2 Splice Variant Expression | HEK293 SMN2-luciferase splicing reporter, luminescence, 30-36 h | Potency, µM (doses to about 46.1 µM), for inactives: top-dose activity change, positive = activation, hits mostly activators | 210,000 compounds, 2.8% hits; note: % of control where 0% means no effect; nearly all actives have a fitted effect of over 55% in size
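qHTS luciferase splicing reporter: luminescence rises when SMN2 exon 7 is included in transfected HEK293 cells. Compound exposure lasted 30-36 h at 37C, with 4.5 mM final sodium butyrate as control, followed by a ONE-Glo read.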
ALDH1A1 block = qHTS Assay for Inhibitors of Aldehyde Dehydrogenase 1 (ALDH1A1) | Aldehyde dehydrogenase 1A1 (Homo sapiens), P00352 | Purified ALDH1A1, NADH fluorescence, propionaldehyde substrate | Potency, µM (highest dose often 75.3 µM), for the others: top-dose activity, negative = inhibition, actives largely listed as inhibitors | 220,000 compounds, 7.3% hits | AID 1030, 2008; active = well fitted inhibition curve with a large enough effect, not every such curve was filed as active; inconclusive = small, poorly fitted or top-dose-only effect, or another doubt; inactive = no such curve, though single readings can be large or run the other way;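 note: plate controls were no enzyme wells and a reference inhibitor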
TRb SRC2 PPI = qHTS for Inhibitors of the Interaction of Thyroid Hormone Receptor and Steroid Receptor Coregulator 2; Thyroid hormone receptor beta (Homo sapiens), P10828; TRbeta-SRC2 peptide binding, fluorescence polarization; receptor liganded with 1 µM T3; Potency, µM (series often up to 106 µM), without a hit: top-dose activity change, negative = inhibition, most hits filed as inhibitors; 280,000 compounds, 0.065% hits;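 note: plate controls were bound peptide for no effect and peptide without receptor for full effect; nearly all actives have a fitted effect of over 50% in size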
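Each compound concentration gave % activity, normalized to unbound and bound Texas Red SRC2 controls, from polarization read after 5 hr ambient incubation with T3-loaded human TRb LBD.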
RECQ1 helicase = qHTS Assay for Inhibitors of RecQ-Like Dna Helicase 1 (RECQ1) | ATP-dependent DNA helicase Q1 (Homo sapiens), P46063 | RECQ1 DNA unwinding, red fluorescence kinetic read | Potency, µM (highest dose often 57.3 µM), without a hit: at the top dose activity, negative = inhibition, actives largely listed as inhibitors | 240,000 compounds, 0.54% hits;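 note: plate controls were vehicle for no effect and no enzyme for full effect; nearly all actives have a fitted effect of over 30% in size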
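RECQ1T1 50 nM; forked duplex (20 bp + 30-nt ss tails) 200 nM, ATP 2 mM final; pH 8.0, 2 mM MgCl2, 2.5 ug/ml poly(dI-dC); 15 min compound preincubation; discontinuous kinetic read over 2 h at RT.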
LMNA splice mod = qHTS Assay for Modulators of Lamin A Splicing | HeLa LMNA splicing GFP/RFP minigene ratio, 48 h | AID 1487, 2009 | 200,000 compounds, 0.01% hits | Potency, µM (doses to about 46.1 µM), for the others: at the highest dose ratio change, negative = inhibition, hits mostly inhibitors; active = well fitted inhibition curve with a large enough effect in the signal ratio, with a control signal flat, not every such curve was filed as active; inconclusive = small, poorly fitted or top-dose-only effect, or effect the other way, or a change in a side signal; the % refers to the signal ratio; note: % is set by controls: 0 for no effect and ±100 for the full control effect
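S3 HeLa cells stably expressing lamin A-EGFP splicing minigene plus DsRed2, 600 cells/well, 48 h compound exposure at 37C. Laser-scanning cytometry; analysed as GFP (500-530 nm)/RFP (575-640 nm) total intensity ratio; 0.5% DMSO vehicle.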
RGS12 GoLoco inh = qHTS Assay for Inhibitors of RGS12 GoLoco Motif Activity (Red Fluorophore). Potency, µM (series often up to 61.6 µM), for the others: at the top dose activity, negative = inhibition, most hits filed as inhibitors. 230,000 compounds, 0.44% hits. AID 880, 2007. Gai1:RGS12 GoLoco peptide FP, rhodamine, 10 min. Guanine nucleotide-binding protein G(i) subunit alpha-1 (Homo sapiens), P63096; active = well fitted inhibition curve with a large enough effect, not every such curve was filed as active; inactive = no such curve, though single readings can be large or run the other way; note: % is set by controls: 0 for no effect and ±100 for the full control effect; nearly all actives have a fitted effect of over 30% in size; many of its hits are not listed in these tables
Target sequence (P63096 whole entry, looked up): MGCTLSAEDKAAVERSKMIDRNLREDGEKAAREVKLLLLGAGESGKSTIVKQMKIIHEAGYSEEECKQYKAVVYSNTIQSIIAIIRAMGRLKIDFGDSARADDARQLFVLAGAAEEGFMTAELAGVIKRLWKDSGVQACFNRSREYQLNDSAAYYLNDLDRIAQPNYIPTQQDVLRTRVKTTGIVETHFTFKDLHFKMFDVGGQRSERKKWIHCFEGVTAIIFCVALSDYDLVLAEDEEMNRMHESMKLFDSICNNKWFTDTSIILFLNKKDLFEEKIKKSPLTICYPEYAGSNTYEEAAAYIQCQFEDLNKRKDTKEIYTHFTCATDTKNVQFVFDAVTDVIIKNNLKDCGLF
TexasRed fluor = Total Fluorescence Counterscreen for Inhibitors of the Interaction of Thyroid Hormone Receptor and Steroid Receptor Coregulator 2; AID 1479, 2009; Potency, µM (highest dose often 106 µM), for inactives: at the top dose fluorescence change, negative = quenching; TRb/SRC2 Texas Red total fluorescence interference; 280,000 compounds, 0.29% hits; active = well fitted curve in either direction with a large enough effect; inconclusive = small, poorly fitted or top-dose-only effect; note: % is set by controls: 0 for no effect and ±100 for the full control effect
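Flags fluorescent or light-absorbing compounds by total fluorescence, S + 2P, at 555 nm excitation and 632 nm emission. Mixture: 20 nM Texas Red SRC2 peptide, 0.6 uM human TRb LBD, 1 uM T3, 5% DMSO; compound exposure 5 h at ambient temperature.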
* marks the source's active call; other numbers are inactive results; i = inactive; ? = inconclusive; · = not tested or not shown; [ ] = another dose, or the depositor's remark. Unless noted, calls come from the whole dose curve; as a rule, active = well fitted curve in the direction sought with a large enough effect; inconclusive = small, poorly fitted or top-dose-only effect, or another doubt; inactive = no such curve, though single readings can be large; an effect the other way counts as inactive or inconclusive. Potency is the fitted concentration of half-maximal effect. A portion of the library; rates above refer to the full screens.

Below each SMILES – RGS12 GoLoco inh	LMNA splice mod	JMJD2E inh	RECQ1 helicase	TRb SRC2 PPI	SMN2 splice enh	ALDH1A1 block	TexasRed fluor
> COc1ccccc1CNC(=O)C1=C(C)C(=O)OC12CCC(C)CC2 (stereo not given)
 : -3%	-2%	0%	-1%	11%	-9%	-9%	2%
> CCOCCCn1c(=N)c(C(=O)NCCN2CCOCC2)cc2c(=O)n3cccc(C)c3nc21
 : ·	9%	4%	-1%	4%	·	-8%	-7%
> Cc1ccc(Cl)cc1NC(=O)CCCN1C(=O)c2cccnc2C1=O
 : -7%	?	-3%	-6%	7%	23%	-5%	-1%
> CC(=O)Nc1sc(N/N=C/c2ccc(N(C)C)cc2)nc1-c1ccc(C)cc1
 : 5%	·	?	-5%	0%	·	·	-3%
> Cc1cccn2c(=O)c(/C=C(\C#N)C(=O)NCc3ccccc3)c(N3CCC(C(N)=O)CC3)nc12
 : 21%	·	?	-1%	-2%	·	·	-3%
> O=C(CN1C(=O)C2C3C=CC(C3)C2C1=O)NCc1ccco1 (stereo not given)
 : 5%	-9%	-4%	i	-30%	-2%	-3%	2%
> Cc1cn(C(=O)CN2C(=O)c3ccccc3C2=O)c(C)n1
 : 0%	11%	5%	i	0%	17%	7%	-2%
> COc1cccc2cc(C(=O)C3=C(O)C(=O)N(CCN4CCOCC4)C3c3ccc(Cl)cc3)oc12 (stereo not given)
 : 4%	·	?	-17%	0%	·	·	0%
> CCSc1nnc(NC(=O)C(Cc2ccccc2)n2cccc2)s1 (stereo not given)
 : 9%	-6%	0%	-11%	4%	-2%	7%	0%
> N#Cc1c2n(c(=S)n(-c3ccccn3)c1=O)CCCCC2
 : 26%	-6%	-9%	?	-2%	14%	-11%	1%
> COc1ccccc1OCCC(=O)OCC(=O)Nc1cc(S(=O)(=O)N2CCOCC2)ccc1Cl
 : 6%	-3%[46 µM]	3%	i	4%	16%	6.3µM*	0%
> O=C(Nc1cccc(F)c1)N1CCC2(CC1)CCN(C(=O)c1csnn1)CC2
 : -1%	·	·	-7%	·	-20%	5%	·
> N#Cc1nc(COc2ccccc2Cl)oc1NCc1cccnc1
 : -2%	20%	4%	i	?	9%	13%	-2%
> C(=N\n1cnnc1)/c1ccc(OCc2cccc3ccccc23)cc1
 : 8%	?	-5%	-13%	1%	14µM*	3%	-4%
> Cc1cc(-c2cccs2)c2c(n1)sc1c(=O)[nH]c(=O)[nH]c12
 : 5%	1%	?	-1%	-14%	10%	?	-1%
> Cc1ccc(S(=O)(=O)N(Cc2n[nH]c(=S)n2-c2ccccc2)c2ccccc2)cc1
 : -1%	·	1%	-4%	-3%	·	·	-3%
> Cc1cc(C)nc(N/N=C/c2ccccc2)n1
 : 11%	?	5%	-9%	-5%	20%	10µM*	-2%
> COc1ccc(Cn2c(=O)[nH]c3cc(C(=O)NC4CCN(Cc5ccccc5)CC4)ccc32)cc1
 : -6%	17%[46 µM]	-6%	i	-7%	-54%[inhibitor]	6%	-1%
> CC1CCc2nn(CC(=O)NCCCN3CCCC3=O)cc2C1 (stereo not given)
 : -13%	1%	3%	-8%	-3%	-44%[inhibitor]	-1%	2%
> O=C(C1=C[C@H](c2csc3ccccc23)C[C@H](OCc2ccc(CO)cc2)O1)N1CCOCC1
 : 2%	·	-7%	-2%	-5%	·	-12%	-1%
> Cc1c(Br)cc(C(=O)O)c(C)c1C
 : -5%	-8%	2%	0%	-1%	23%	3%	0%
> CCn1c(SCC(=O)c2cccs2)nnc1-c1cccs1
 : ·	8%	4%	-5%	-9%	·	?	0%
> Cc1occc1-c1nnc(SCc2nnc(-c3ccc(Cl)cc3)o2)n1C
 : ·	-9%	-6%	-8%	9%	·	-9%	-1%
> CCOc1ccccc1-c1nc(CN(Cc2cnn(C)c2)C(C)C)c(C)o1
 : 26%	13%[46 µM]	?	17%	-1%[53 µM]	·	-6%	-1%[53 µM]
> Cc1cc(NC(=O)CSc2nnc(C)n2-c2ccccc2C)no1
 : 9%	-3%[46 µM]	8%	i	5%	10%	-9%	-2%
> CC(=O)c1c(C)[nH]c(C(=O)COC(=O)c2ccc3c(=O)n4c(nc3c2)CCC4)c1C
 : ·	-6%	19%	-1%	-2%	·	?	-4%
> COc1ccc(CCNS(=O)(=O)c2c(N)n(C)c(=O)n(C)c2=O)cc1OC
 : -2%	·	1%	-1%	4%	-3%	11%	-1%
> Cc1ccc(NS(=O)(=O)c2cccc3nsnc23)cc1
 : 5%	·	2%	0%	6%	·	?	0%
> CN1CCN(C(=O)C2CC(=O)N(c3ccc(F)c(Cl)c3)C2)CC1 (stereo not given)
 : 5%	-1%	-5%	-6%	1%	18%	7%	4%
> CC(=O)c1ccc(NC(=O)c2ccc(C)c(Br)c2)cc1
 : -23%	·	0%	13%	-4%	11µM*	-6%	-3%
> NS(=O)(=O)c1ccc(NC(=S)Nc2ccc(OCc3ccccc3)cc2)cc1
 : 22%	·	?	-6%	-3%	·	?	0%
> CCCCCCCCOC(=O)C1=C(C)Nc2nnnn2C1c1cccs1 (stereo not given)
 : 2%	?	1%	-11%	1%	-1%	?	0%
> O=[N+]([O-])c1ccc(N2CCN(Cc3ccccc3)CC2)nc1
 : 10%	5%[9.22 µM]	0%	-1%	4%	-26%	20µM*	2%
> O=C1c2ccccc2S(=O)(=O)N1Cc1cccc(S(=O)(=O)N2CCOCC2)c1
 : -10%	-2%	-4%	i	-3%	-5%	-15%	-2%
> COc1ccccc1NC(=O)CC1C(=O)Nc2ccccc2N1C(=O)c1ccccc1 (stereo not given)
 : -5%	17%[46 µM]	9%	-4%	-3%	-3%	-12%	-5%
> COCCCNc1nc2nonc2nc1NCCSC
 : 4%	·	0%	-5%	3%	·	·	-1%
> COc1ccccc1C(=O)Nc1ccc2c(c1)nc1n2CCSC1
 : 25%	?	-6%	-5%	-2%	22µM*	?	-1%
> Cc1ccc(NC(=O)NC2CCCCC2)c(C)c1
 : 7%	-3%	1%	4%	-2%	17%	-1%	-2%
> O=C(CSc1ccc2nnc(-c3ccncc3)n2n1)NCc1ccco1
 : -20%	12%	?	4%	-7%	-49%[inhibitor]	?	-5%
> Cc1ccc(NC(=O)COC(=O)C2CC(=O)N(Cc3ccccc3)C2)cc1S(=O)(=O)N(C)C (stereo not given)
 : 3%	12%[46 µM]	7%	-2%	0%	4%	?	1%
> CS(=O)(=O)N(CCc1ccccc1)CC(=O)NCC1CCCO1 (stereo not given)
 : 7%	-3%	0%	-9%	-2%	1%	1%	1%
> C/C(=N\NC(=O)c1nc2ccccn2c1C)c1cc2ccccc2o1
 : 11%	·	?	-3%	10%	11%	-16%	0%
> CCC(C)NC(=O)c1ccc(CS(=O)(=O)c2ccc(OC)cc2)o1 (stereo not given)
 : -2%	-13%	1%	-14%	2%	-2%	?	-3%
> CSCCCNC(=O)c1ccc(OC2CCN(C(=O)c3cccnc3)CC2)cc1
 : -2%	·	3%	0%	-8%	·	·	-3%
> CCOc1cc(/C=C2/C(=O)ON=C2C)ccc1OCc1ccc(F)cc1
 : ·	2%	?	-1%	0%	·	?	0%
> COc1ccc(-c2nc3cnc(N(C)C)nc3n(C3CC3)c2=O)cc1
 : 6%	-2%	·	-2%	·	·	?	·
> CCNc1cc(S(=O)(=O)C(F)(F)F)ccc1N
 : 6%	?	-9%	-8%	-6%	-24%	7%	1%
> Cc1ccc(CSc2nccc(-c3c(C)nc4ccccn34)n2)cc1
 : 1%	·	?	-3%	-6%	·	?	-6%
> COc1cc(NC(=O)c2cc([N+](=O)[O-])ccc2Br)ccc1NC(=O)c1ccco1
 : -1%	?	3%	-20%	8%	-14%	-7%	-1%
> CN(CCC#N)C(=O)c1ccc(CNS(=O)(=O)c2ccc(F)cc2)cc1
 : -8%	1%	3%	-13%	-7%	-18%	-3%	2%
> Cn1c(N)c(C(=O)COC(=O)CCc2ccccc2)c(=O)n(C)c1=O
 : 11%	-21%[46 µM]	-5%	0%	6%	8%	?	-2%
> COc1cc(/C=N/N=C(/C(=O)c2ccccc2)c2ccccc2)cc(OC)c1O
 : -7%	?	-20%	-8%	3%	-16%	?	-3%
> CCOc1ccccc1/C=N/NC(=O)c1cccc(S(=O)(=O)N(CC)CC)c1
 : 0%	·	?	-4%	1%	17%	?	1%
> CCOc1ccccc1NC(=O)C1CCN(S(=O)(=O)c2ccc(OC)c(OC)c2)CC1
 : 41%[activator]	?	-10%	1%	-4%	-4%	-12%	-1%
> CN(C)/C=N/C(=S)Nc1ccc(Br)cc1F
 : 2%	5%	3%	27%	-21%	28%	22µM*	2%
> Cc1ccc(S(=O)(=O)NCCN2CCOCC2)cc1
 : -4%	18%	-5%	-10%	0%	-12%	7%	1%
> O=C(c1cc2ccccc2c(=O)o1)N1CCc2ccccc2C1
 : 6%	-6%	-1%	-13%	5%	0%	2%	-2%
> Cc1ccc(C(=O)O/N=C(\N)c2ccccc2)c(Cl)c1
 : -4%	·	-1%	-2%	-4%	·	·	1%
> COCCCNC(=O)c1ccc2c3c(onc13)-c1ccccc1C2=O
 : 20µM*	·	?	13µM*	-13%	·	·	9%
> Cc1cc2ccccn2c1C(=O)Nc1ccc(Cl)cc1
 : -5%	-8%[46 µM]	?	-5%	6%	14%	?	1%
> CCSC1(SCC)N=C(N)C2(C#N)C(c3ccc(OC)c(OC)c3OC)C12C#N (stereo not given)
 : 106%[activator]	?	?	-10%	-23%	-94%[inhibitor]	?	4%
